Source: PubChem BioAssay (several laboratories)
MgcRacGAP inhibition: MgcRacGAP GTPase-activating activity inhibitors, confirmation, biochemical, ADP Hunter fluorescence | MgcRacGAP-stimulated Rac1 GTP hydrolysis, ADP Hunter fluorescence; higher % means a stronger effect; GST-tagged Rac1 F28L mutant substrate | one-dose inhibition, % at 30 µM; IC50 in µM for titrated hits | 340,000 tested, 0.6% active | AID 624330;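 active means first-screen hits whose inhibition reached a set limit at any dose in the follow-up dose series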;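 further: fluorescence reports GDP produced by GAP-driven GTP hydrolysis; strong numbers were not always called active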
KOR beta-arrestin-1: kappa opioid receptor blockers – cell-based, luminescence, uHTS (AID 1778); KOR beta-arrestin recruitment, luminescence, antagonist mode; higher % means a stronger effect; one-dose inhibition, % at 10 µM; IC50 in µM for titrated hits; 290,000 tested, 0.091% active; in the data active means inhibition above about 50%; further: strong numbers were not always called active
GPR55 activation: GPR55 agonists via beta-arrestin recruitment, primary screen, imaging, U2OS cells, beta-arrestin-GFP redistribution (AID 1961); U2OS GPR55 beta-arrestin-GFP redistribution imaging; higher % means a stronger effect; activation, % at 10 µM; hits with a dose series show EC50 in µM; 290,000 tested, 0.048% active;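 active means activation above 40% with more than 50 cells counted in the well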;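 further: U2OS osteosarcoma cells stably expressing GPR55 and beta-arrestin-GFP; plate controls were DMSO negative control for no effect and LPI positive control for full effect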
NOD1 NF-kB reporter: inhibition of NOD1-driven NF-kB reporter – cell-based, luminescence, uHTS, primary screen (AID 1578). inhibition, % at 4 µM, or EC50 in µM where a hit was titrated. 290,000 tested, 1% active. NOD1-driven NF-kB luciferase reporter cells, luminescence; higher % means a stronger effect; in the data active means inhibition mostly above about 36%, no sharp cut-off; inactive means mostly below about 34%;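 further: HEK-293T reporter cells stimulated with the NOD1 agonist gamma-tri-DAP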
K1F lysis inhibition: inhibition of K1F phage lysis, E. coli UTI89, bacterial capsule biogenesis inhibitors, alamar blue (AID 488966); inhibition, % at 100 µM; hits with a dose series show IC50 in µM; 340,000 tested, 0.02% active; E. coli UTI89 K1F phage lysis, alamar blue, 2 h; higher % means a stronger effect;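 active means phage lysis inhibition, versus mean bacterial control, above a set limit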;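 further: capsule biogenesis inhibitors block K1F phage lysis so surviving cells raise fluorescence; higher fluorescence means more inhibition of phage lysis; actives were called in the ten point dose series up to 300 µM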
NTR1 agonist: agonists of NTR1, primary screen, imaging, U2OS cells, beta-arrestin-GFP, high content (AID 493036); 330,000 tested, 0.17% active; NTR1-U2OS beta-arrestin-GFP spot imaging, agonist mode; P30989; activation, % at 20 µM;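 active means activation at or above 40% of the spot to cytoplasm intensity ratio, with at least 20 cells analyzed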;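 further: 0% = DMSO without peptide and 100% = 100 nM NTR1 peptide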
Target sequence (P30989 whole entry, looked up): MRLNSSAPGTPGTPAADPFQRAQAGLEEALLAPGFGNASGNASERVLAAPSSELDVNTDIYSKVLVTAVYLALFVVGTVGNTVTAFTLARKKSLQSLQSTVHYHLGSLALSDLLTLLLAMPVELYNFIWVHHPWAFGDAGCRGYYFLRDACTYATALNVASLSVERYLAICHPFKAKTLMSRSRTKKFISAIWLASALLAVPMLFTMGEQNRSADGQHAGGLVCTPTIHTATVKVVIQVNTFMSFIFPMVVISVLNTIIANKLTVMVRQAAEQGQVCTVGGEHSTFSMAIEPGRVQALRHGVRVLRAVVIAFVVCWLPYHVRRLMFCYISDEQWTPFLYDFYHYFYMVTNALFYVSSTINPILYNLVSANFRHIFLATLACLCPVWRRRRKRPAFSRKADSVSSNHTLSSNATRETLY
KOR beta-arrestin-2: kappa opioid receptor activators – cell-based, luminescence, uHTS, primary screen (AID 1777) | KOR beta-arrestin recruitment, luminescence; higher % means a stronger effect | activation, % at 10 µM, or EC50 in µM where a hit was titrated | 280,000 tested, 0.02% active; in the data active means activation above about 50%, passing the limit was not always enough; further: a part of the inactive calls stands beside numbers as strong as those of hits
GPR35 arrestin U2OS: GPR35 antagonists blocking zaprinast-driven arrestin recruitment, primary screen, imaging, U2OS, beta-arrestin-GFP, zaprinast agonist (AID 2058); one-dose inhibition, % at 10 µM; IC50 in µM for titrated hits; 290,000 tested, 0.052% active; U2OS GPR35 beta-arrestin-GFP translocation imaging, zaprinast antagonism; higher % means a stronger effect;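 active means inhibition of at least 50% with at least 30 cells and total cytoplasm GFP at most 10,000,000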
GPR55 antagonists: GPR55 antagonists blocking LPI-driven arrestin recruitment, primary screen, imaging, U2OS, beta-arrestin-GFP, LPI agonist (AID 2013) | U2OS GPR55 beta-arrestin-GFP translocation imaging, LPI antagonism; higher % means a stronger effect | 290,000 tested, 0.13% active | one-dose inhibition, % at 10 µM; IC50 in µM for titrated hits;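 active means spots per cell inhibited over 60%, with over 100 cells counted and total cytoplasm intensity under 500,000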;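 further: U2OS cells stably carrying GPR55 and arrestin-GFP stimulated by 5 µM LPI near EC80; imaged beta-arrestin-GFP aggregate spots per cell after agonist stimulation; plate controls were LPI-stimulated DMSO wells for no effect and DMSO wells without LPI for full effect; some results filed as inactive read as strong as hits; confirmed hits need IC50 under 10 µM and bright autofluorescent wells are also inconclusive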
NTR1 agonist cell count 20 µM: recorded beside NTR1 agonist, whose call it bears; cell count; measured here: cell count, cytotoxicity flag
Starred values were filed as active, the others as inactive; [ ] = remark or other dose. An excerpt, so the mix of outcomes need not match the whole.

CCCN(CCC)S(=O)(=O)c1ccc(C(=O)N2CCCc3ccccc32)cc1 was read as MgcRacGAP inhibition 5%, KOR beta-arrestin-1 -20%, GPR55 activation 0.0%, NOD1 NF-kB reporter 19%, K1F lysis inhibition 2.3%, NTR1 agonist 2.2, KOR beta-arrestin-2 -1.6%, GPR35 arrestin U2OS -18%, GPR55 antagonists 9% and NTR1 agonist cell count 20 µM 67.
O=C(CC1C(=O)NCCN1C(=O)Nc1ccc(C(F)(F)F)cc1)Nc1ccc(F)cc1 (stereo not given) was read as MgcRacGAP inhibition 5%, KOR beta-arrestin-1 -31%, GPR55 activation 0.3%, NOD1 NF-kB reporter -4%, K1F lysis inhibition 0.5%, NTR1 agonist 0.5, KOR beta-arrestin-2 0.9%, GPR35 arrestin U2OS 10%, GPR55 antagonists 5% and NTR1 agonist cell count 20 µM 53.
COc1ccc(-c2cc(C(=O)N3CCCCCC3)c3cc(C)ccc3n2)cc1 was read as MgcRacGAP inhibition 6%, KOR beta-arrestin-1 16%, GPR55 activation 0.2%, NOD1 NF-kB reporter -21%, K1F lysis inhibition 3.8%, NTR1 agonist 2.8, KOR beta-arrestin-2 -0.9%, GPR35 arrestin U2OS 13%, GPR55 antagonists -1% and NTR1 agonist cell count 20 µM 71.
`CCOC(=O)/C(C#N)=C/Nc1ccsc1C(C)=O` gave MgcRacGAP inhibition 10%, KOR beta-arrestin-1 0%, GPR55 activation -0.1%, NOD1 NF-kB reporter -12%, K1F lysis inhibition 0.9%, NTR1 agonist 0.4, GPR35 arrestin U2OS 6%, GPR55 antagonists -6% and NTR1 agonist cell count 20 µM 66.
Screening COc1ccc(-c2cc(C3CCN(Cc4ccc([N+](=O)[O-])cc4)CC3)[nH]n2)cc1 returned KOR beta-arrestin-1 -5%, GPR55 activation -0.6%, NOD1 NF-kB reporter -18%, NTR1 agonist 3.8, KOR beta-arrestin-2 3.2%, GPR35 arrestin U2OS -4%, GPR55 antagonists 8% and NTR1 agonist cell count 20 µM 64.
`Nc1c(C(=O)NC2CCCCC2)c2nc3ccccc3nc2n1/N=C/c1ccco1` gave KOR beta-arrestin-1 8%, GPR55 activation -0.3%, NOD1 NF-kB reporter -4%, KOR beta-arrestin-2 -8.8%, GPR35 arrestin U2OS 6% and GPR55 antagonists -2%.
Screening Cc1ccccc1NC(=O)COC(=O)c1ccccc1SCC(=O)N1CCCC1 returned MgcRacGAP inhibition 11%, KOR beta-arrestin-1 -3%, GPR55 activation 0.6%, NOD1 NF-kB reporter -25%, K1F lysis inhibition 0.5%[50 µM], NTR1 agonist -0.1, KOR beta-arrestin-2 -5.7%, GPR35 arrestin U2OS -1%, GPR55 antagonists 6% and NTR1 agonist cell count 20 µM 52.
`Cc1ccc(O)c(C(=O)c2cnc3c(c2)c(=O)n(C)c(=O)n3C)c1` gave KOR beta-arrestin-1 7%, GPR55 activation -0.1%, NOD1 NF-kB reporter -14%, NTR1 agonist 2.9, KOR beta-arrestin-2 4.8%, GPR35 arrestin U2OS -6%, GPR55 antagonists 4% and NTR1 agonist cell count 20 µM 50.
Screening O=C(COC(=O)CC1CCCC1)Nc1ccc(OC(F)F)cc1 returned MgcRacGAP inhibition 7%, KOR beta-arrestin-1 24%, GPR55 activation -0.3%, NOD1 NF-kB reporter -40%, K1F lysis inhibition 0.3%, NTR1 agonist 0.4, KOR beta-arrestin-2 -6.1%, GPR35 arrestin U2OS 1%, GPR55 antagonists -2% and NTR1 agonist cell count 20 µM 56.
CS(=O)(=O)N1CCN(c2ccccc2NC(=O)c2ccc([N+](=O)[O-])o2)CC1 was read as MgcRacGAP inhibition 4%, KOR beta-arrestin-1 -11%, GPR55 activation 0.5%, NOD1 NF-kB reporter -31%, K1F lysis inhibition -1.1%, NTR1 agonist 3.4, KOR beta-arrestin-2 -5.5%, GPR35 arrestin U2OS -6%, GPR55 antagonists 7% and NTR1 agonist cell count 20 µM 46.
Screening CCOC(=O)C1=NOC(COc2ccccc2C=O)C1 (stereo not given) returned MgcRacGAP inhibition 5%, KOR beta-arrestin-1 -3%, GPR55 activation -1.1%, NOD1 NF-kB reporter -20%, K1F lysis inhibition -1.2%, NTR1 agonist -0.3, KOR beta-arrestin-2 -1.3%, GPR35 arrestin U2OS 8%, GPR55 antagonists 2% and NTR1 agonist cell count 20 µM 47.
`CC(C)COC(=O)NCCCOC(=O)Nc1ccccc1` gave MgcRacGAP inhibition 11%, KOR beta-arrestin-1 9%, GPR55 activation 0.3%, NOD1 NF-kB reporter -4%, K1F lysis inhibition 0.5%, NTR1 agonist -1.2, KOR beta-arrestin-2 -3.0%, GPR35 arrestin U2OS 5%, GPR55 antagonists 10% and NTR1 agonist cell count 20 µM 44.
CC(=C/c1ccccc1)/C=N/n1c(C)n[nH]c1=S was read as MgcRacGAP inhibition 15%, KOR beta-arrestin-1 -8%, GPR55 activation 0.4%, NOD1 NF-kB reporter 1%, K1F lysis inhibition -0.1%, NTR1 agonist 1.9, KOR beta-arrestin-2 1.2%, GPR35 arrestin U2OS 2%, GPR55 antagonists -3% and NTR1 agonist cell count 20 µM 75.
For Cc1ccccc1OCCN1C(=O)NC2(CCCc3ccccc32)C1=O (stereo not given) the results were MgcRacGAP inhibition 7%, KOR beta-arrestin-1 6%, GPR55 activation 0.2%, NOD1 NF-kB reporter 15%, K1F lysis inhibition 1.2%[50 µM], NTR1 agonist 1.7, KOR beta-arrestin-2 3.2%, GPR35 arrestin U2OS 7%, GPR55 antagonists 56% and NTR1 agonist cell count 20 µM 45.
For Brc1cc2c(cc1CSc1ncccn1)OCO2 the results were MgcRacGAP inhibition -2%, KOR beta-arrestin-1 -52%, GPR55 activation -0.2%, NOD1 NF-kB reporter -1%, K1F lysis inhibition 0.0%, NTR1 agonist -0.4, KOR beta-arrestin-2 5.5%, GPR35 arrestin U2OS -6%, GPR55 antagonists -3% and NTR1 agonist cell count 20 µM 48.
For CC(=O)Nc1ccc(S(=O)(=O)N2CCN(C(C)CCc3ccccc3)CC2)cc1 (stereo not given) the results were MgcRacGAP inhibition 9%, KOR beta-arrestin-1 7%, GPR55 activation -0.1%, NOD1 NF-kB reporter 9%, K1F lysis inhibition -0.6%, NTR1 agonist 0.1, KOR beta-arrestin-2 3.3%, GPR35 arrestin U2OS -3%, GPR55 antagonists 8% and NTR1 agonist cell count 20 µM 95.
For CN(CC(=O)Nc1ccccc1N1CCOCC1)CC(=O)Nc1ccc(F)c(F)c1F the results were MgcRacGAP inhibition 8%, KOR beta-arrestin-1 -42%, GPR55 activation 0.6%, NOD1 NF-kB reporter -37%, K1F lysis inhibition 0.0%, NTR1 agonist -0.8, KOR beta-arrestin-2 2.6%, GPR35 arrestin U2OS 7%, GPR55 antagonists -11% and NTR1 agonist cell count 20 µM 80.
Screening O=c1c(C=NCCCO)c(-c2ccccc2)[nH]n1-c1nc2ccccc2s1 returned MgcRacGAP inhibition 10%, KOR beta-arrestin-1 -29%, GPR55 activation 0.3%, NOD1 NF-kB reporter 17%, K1F lysis inhibition -0.4%, NTR1 agonist 2.6, KOR beta-arrestin-2 -6.6%, GPR35 arrestin U2OS -3%, GPR55 antagonists 5% and NTR1 agonist cell count 20 µM 42.
Cc1nnc(CN(C)C(=O)c2cc(COc3ccc(F)cc3Cl)on2)o1 was read as MgcRacGAP inhibition 10%, KOR beta-arrestin-1 7%, GPR55 activation -0.1%, NOD1 NF-kB reporter -93%, K1F lysis inhibition 0.7%[50 µM], NTR1 agonist 2.0, KOR beta-arrestin-2 -3.2%, GPR35 arrestin U2OS -6%, GPR55 antagonists 7% and NTR1 agonist cell count 20 µM 71.
`C=CCSc1nc(C)cc2c1C(=O)OC2` gave MgcRacGAP inhibition 6%, KOR beta-arrestin-1 3%, GPR55 activation -0.3%, NOD1 NF-kB reporter -21%, K1F lysis inhibition 0.1%, NTR1 agonist -1.1, KOR beta-arrestin-2 -5.2%, GPR35 arrestin U2OS 0%, GPR55 antagonists 17% and NTR1 agonist cell count 20 µM 69.
Screening CCOc1ccc2c(c1)n([O-])c1c([n+]2=O)CCCC1 returned MgcRacGAP inhibition 15%, KOR beta-arrestin-1 -42%, GPR55 activation -0.1%, NOD1 NF-kB reporter 7%, K1F lysis inhibition 0.2%, KOR beta-arrestin-2 3.1%, GPR35 arrestin U2OS 14% and GPR55 antagonists 10%.
Screening COc1ccc(-n2nc(C(=O)NCC(=O)N3CCN(Cc4ccc5c(c4)OCO5)CC3)c3ccccc3c2=O)cc1OC returned MgcRacGAP inhibition 1%, KOR beta-arrestin-1 -3%, GPR55 activation -0.4%, NOD1 NF-kB reporter -5%, K1F lysis inhibition 0.2%, NTR1 agonist 0.1, KOR beta-arrestin-2 -1.2%, GPR35 arrestin U2OS -6%, GPR55 antagonists 10% and NTR1 agonist cell count 20 µM 60.
For COc1ccc(N2CCN(Cc3nc4cc(Cl)ccc4c(=O)[nH]3)CC2)cc1 the results were MgcRacGAP inhibition 15%, KOR beta-arrestin-1 -34%[20 µM], GPR55 activation 0.6%, NOD1 NF-kB reporter -21%, K1F lysis inhibition 0.6%, NTR1 agonist 2.9, KOR beta-arrestin-2 -3.2%, GPR35 arrestin U2OS 0%, GPR55 antagonists 5% and NTR1 agonist cell count 20 µM 54.
`CCN(CC)c1ccc(C2C(C(=O)OCCOC(C)C)=C(C)NC3=C2C(=O)CCC3)cc1` (stereo not given) gave MgcRacGAP inhibition 22%, KOR beta-arrestin-1 -10%, GPR55 activation -0.2%, NOD1 NF-kB reporter 8%, K1F lysis inhibition -0.4%, NTR1 agonist 2.9, KOR beta-arrestin-2 5.5%, GPR35 arrestin U2OS -21%, GPR55 antagonists 15% and NTR1 agonist cell count 20 µM 37.
Screening O=S(=O)(Nc1ccc(-c2cnco2)cc1)c1ccccc1 returned MgcRacGAP inhibition 7%, KOR beta-arrestin-1 4%, GPR55 activation -0.2%, NOD1 NF-kB reporter 3%, K1F lysis inhibition 0.4%, NTR1 agonist 1.2, GPR35 arrestin U2OS -6%, GPR55 antagonists 3% and NTR1 agonist cell count 20 µM 38.
O=C(CCCn1cc([N+](=O)[O-])cn1)Nc1ccc2c(c1)OCO2 was read as MgcRacGAP inhibition 3%, KOR beta-arrestin-1 -32%, NOD1 NF-kB reporter -33%, K1F lysis inhibition -0.7%, NTR1 agonist -1.5, KOR beta-arrestin-2 0.0%, GPR35 arrestin U2OS 3%, GPR55 antagonists 4% and NTR1 agonist cell count 20 µM 45.
`COc1cccc(C(=O)c2c[nH]c(C(=O)NCCCN(C)C)c2)c1` gave MgcRacGAP inhibition 9%, KOR beta-arrestin-1 -30%[20 µM], GPR55 activation -0.1%, NOD1 NF-kB reporter 28%, K1F lysis inhibition -0.1%, NTR1 agonist 1.2, KOR beta-arrestin-2 -0.6%, GPR35 arrestin U2OS 9%, GPR55 antagonists 0% and NTR1 agonist cell count 20 µM 57.
